# 4MU fluor: compound fluoresces in the 4-MU spectral region; AID 589; max dye-equivalent concentration, M; compound autofluorescence, 340/450 nm, 4-MU equivalents; hits give high values; 11% of 59,000 active; in the data active means max dye-equivalent concentration above about 10 nM; inconclusive means mostly about 1.1 nM to 9.6 nM
#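 Intrinsic fluorescence at 340/450 nm (ex/em) was read after 15 min at room temperature in pH 8.0, 100 mM Tris. Each compound concentration expressed as 4-MU-equivalent concentration from a six-point 4-MU standard series on each plate.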
# A350 autofl: A350 region autofluorescence; 11% of 59,000 active; AID 590; max dye-equivalent concentration, M; Compound autofluorescence, 340/450 nm, Alexa 350 dye-equivalents; hits give high values; in the data active means max dye-equivalent concentration above about 10 nM; inconclusive means mostly about 1.1 nM to 9.6 nM
# ALOX15 inhib: inhibitors of human 15-lipoxygenase (ALOX15); purified 15hLO-1, xylenol orange hydroperoxide absorbance; Potency, µM (series often up to 57.1 µM), without a hit: at the top dose activity change, negative = inhibition, actives largely listed as inhibitors; 1.4% of 74,000 active; AID 887; further: potency means the concentration at half of the fitted maximal effect; on the % scale 0 is the no-effect control and ±100 the full control effect; nearly all actives have a fitted effect of over 55% in size
# Target sequence (P16050 whole entry, looked up): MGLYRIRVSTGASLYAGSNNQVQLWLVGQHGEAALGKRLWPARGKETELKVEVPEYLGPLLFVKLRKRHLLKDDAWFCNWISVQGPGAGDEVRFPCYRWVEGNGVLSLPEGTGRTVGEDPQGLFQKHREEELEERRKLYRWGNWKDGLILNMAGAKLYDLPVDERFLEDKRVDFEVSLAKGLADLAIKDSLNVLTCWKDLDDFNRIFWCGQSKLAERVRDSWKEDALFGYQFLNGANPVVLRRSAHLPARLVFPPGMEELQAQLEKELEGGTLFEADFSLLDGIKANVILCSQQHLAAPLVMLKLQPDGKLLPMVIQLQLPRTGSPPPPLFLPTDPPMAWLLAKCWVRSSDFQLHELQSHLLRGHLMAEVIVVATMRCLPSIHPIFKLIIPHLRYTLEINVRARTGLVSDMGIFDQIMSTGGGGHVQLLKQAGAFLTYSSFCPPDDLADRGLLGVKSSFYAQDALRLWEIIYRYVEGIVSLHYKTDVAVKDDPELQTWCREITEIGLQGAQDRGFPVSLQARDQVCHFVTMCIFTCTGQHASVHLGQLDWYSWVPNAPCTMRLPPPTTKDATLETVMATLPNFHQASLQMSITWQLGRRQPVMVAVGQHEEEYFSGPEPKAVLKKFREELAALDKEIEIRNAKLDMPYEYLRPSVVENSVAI
#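 Readout: Fe(III)-xylenol orange absorbance, 573-to-405 nm ratio as reaction progress. Enzyme 40 nM purified human 15hLO-1, substrate 50 uM arachidonic acid, 6 min RT after 15 min compound preincubation; Hepes pH 7.5 buffer with Triton X-100.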
# BRCT inh green: inhibitors of human BRCA1 BRCT-phosphoprotein interaction (green fluorophore); P38398; BRCA1 BRCT-phosphopeptide binding, green fluorescence polarization; Potency, µM (titrated, usually from 76.9 µM), for the others: at the highest dose activity change, negative = inhibition, usual class: inhibitors; 0.05% of 75,000 active; AID 875;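 further: potency means the concentration at half of the fitted maximal effect; plate controls were peptide without protein for full effect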
#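 Fluorescence polarization: His-tagged BRCT (~35 kDa BRCA1 C-terminus, 250 nM) bound to 100 nM fluorescein-labeled phosphorylated 10-aa BACH1 peptide, pH 7.3 phosphate buffer with DTT and Tween 20. Compounds incubated 12 min at room temperature; inhibition read as lowered polarization.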
# UbGFP stabilizer: inhibits proteasome, raising ubiquitin-GFP reporter fluorescence | 67,000 tested, under 10 active | Ubiquitin-GFP reporter cells, proteasome inhibition, GFP fluorescence; response scale: untreated = 0%, 10 µM MG-132 = 100% | Potency, µM (highest dose often 45.9 µM), without a hit: top-dose activation (GFP accumulation), hits mostly activators | AID 526; active means well fitted activation curve with a large enough effect, not every such curve was filed as active; inconclusive means small, poorly fitted or top-dose-only effect, or another doubt; inactive means no such curve, though single readings can be large or run the other way; further: potency means the concentration at half of the fitted maximal effect
#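 Reporter cells (U2OS, ubiquitin-G76V-GFP fusion) are plated overnight, then treated 4 hr at 37 °C with compound titrations from 46 uM down to 2.9 nM. Activity is scaled against untreated cells and 10 uM MG-132.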
# Hsp90 Hop PPI: changes Hsp90-Hop TPR2A binding signal, up or down; Potency, µM (doses to about 57 µM), without a hit: at the highest dose activity change, negative = inhibition; AID 595; AlphaScreen TPR2A-His6 binding biotin-Hsp90 C-terminal peptide; 0.44% of 71,000 active; active means well fitted curve in either direction with a large enough effect; inconclusive means small, poorly fitted or top-dose-only effect, or another doubt; further: potency means the concentration at half of the fitted maximal effect; on the % scale 0 is the no-effect control and ±100 the full control effect; many of its hits are not listed in these tables
# GFP derepression: epigenetic GFP locus derepression in mouse cells; mouse C127i GFP locus derepression, cytometry, 30 h; Potency, µM (highest dose often 46.1 µM), for inactives: at the top dose GFP derepression (activation); 0.09% of 68,000 active; AID 597; further: % of control where 0% means no effect
#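 Murine C127i mammary cells carrying a silenced, stably integrated CMV-driven GFP reporter were treated with compound for 30 hours at 37 C. After PBS washes, GFP-positive cells were counted by laser-scanning microplate cytometry.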
# CRE Fsk mod: CRE-bla signaling modulation under forskolin stimulation. CHO CRE-bla reporter (cAMP response element driving beta-lactamase), forskolin EC10, beta-lactamase ratio. Potency, µM (highest dose often 38.2 µM), for inactives: top-dose activity change, negative = inhibition, hits mostly activators. 2.5% of 71,000 active; active means well fitted activation curve with a large enough effect in the signal ratio, with a control signal flat, not every such curve was filed as active; inconclusive means small, poorly fitted or top-dose-only effect, or effect the other way, or a change in a side signal; the % refers to the signal ratio; further: potency means the concentration at half of the fitted maximal effect; % of control where 0% means no effect
#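 Titrated compounds plus EC10 NKH 477 on CHO CRE-bla cells, 3 h, 37 °C. CCF4, 2 h RT. Ratio 460/530 nm → AC50.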
# BRCT PPI red: inhibitors of human BRCA1 BRCT-phosphoprotein interaction (red fluorophore); P38398; BRCT-phosphopeptide binding, red fluorescence polarization; Potency, µM (series often up to 76.9 µM), for the others: at the top dose activity change, negative = inhibition, most hits filed as inhibitors; 0.03% of 75,000 active; further: on the % scale 0 is the no-effect control and ±100 the full control effect
#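 Fluorescence polarization: 100 nM His-tagged BRCA1 BRCT with 100 nM TAMRA-labelled phospho-BACH1 decapeptide, phosphate buffer pH 7.3 with 150 mM NaCl, DTT, 0.01% Tween 20; 12 min RT. Binding inhibition seen as FP decrease.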
# DNA Pol III inh: DNA polymerase III holoenzyme inhibition | reconstituted DNA polymerase III holoenzyme replication, biochemical | Potency, µM (doses to about 57.1 µM), without a hit: at the highest dose activity change, negative = inhibition | 0.25% of 71,000 active; further: potency means the concentration at half of the fitted maximal effect; on the % scale 0 is the no-effect control and ±100 the full control effect
#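 Reconstituted *E. coli* holoenzyme (0.35 nM Pol III, 1 nM beta, 154 nM SSB, 2 nM primase) was preincubated with compound for 15 min at RT. Synthesis on 1.4 nM ssM13Gori ran 35 min, then was stopped with PicoGreen/EDTA and read as dsDNA fluorescence.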
# HBB splice mod: hemoglobin beta splicing modulation; HBB splicing reporter cell assay, activation; EGFP reporter with mutant IVS2-654 intron; response scale: normalised to 500 nM splice-correcting PNA; 0.06% of 65,000 active; AID 925; Potency, µM (series often up to 46.1 µM), for inactives: at the top dose activation, usual class: activators; further: potency means the concentration at half of the fitted maximal effect; 0% is about no effect
#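 HeLa cells stably expressing EGFP interrupted by mutant beta-globin intron 2 (IVS2-654), 500/well in 2% FCS. Treated with compound for 2 days at 37C. Splicing correction scored as total well GFP intensity (488 nm excitation, 500-520 nm emission); 500 nM antisense PNA served as control.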
# * hit, by the source's call; i = inactive; ? = inconclusive; · = not tested or not shown; & = joins results of further samples; [ ] = dose if it differs, or a comment. Unless noted, the call rests on the fitted dose curve; in most records, active means well fitted curve in the direction sought with a large enough effect; inconclusive means small, poorly fitted or top-dose-only effect, or another doubt; inactive means no such curve, though single readings can be large; an effect the other way counts as inactive or inconclusive.
Molecule	4MU fluor	A350 autofl	ALOX15 inhib	BRCT inh green	UbGFP stabilizer	Hsp90 Hop PPI	GFP derepression	CRE Fsk mod	BRCT PPI red	DNA Pol III inh	HBB splice mod
N#Cc1cccc(NC(=O)N2CCCC3(CCN(S(=O)(=O)c4ccccc4)CC3)C2)c1	i	i	-4%	-4.3%	-4%	-19%	-1%[9.22 µM]	-4%	-2.1%	1%	1.2%
c1nc(N2CCCC2)c2[nH]cnc2n1	i	i	3%	-2.4%	5%	1%	2%	9%	-1.4%	-1%	-0.6%
COc1cccc(C2=CC(c3ccc(OC)c(OC)c3OC)n3nnnc3N2)c1 (configuration not stated)	i	i	-5%	1.0%	0%	-5%	0%	?	0.1%	-8%	-3.1%
CC(=O)c1ccc(C(=O)Nc2ccc(N3CCOCC3)cc2)cc1	·	·	2%	-6.3%	11%	-2%	-2%	-2%	1.4%	0%	-0.7%[9.22 µM]
O=C(NC1c2ccccc2-c2ccccc21)c1ccco1	i	i	-13%	-1.7%	-3%	-3%	2%	0%	-0.3%	-4%	-0.7%
COc1ccccc1-c1nnc2sc(COc3ccc(F)cc3)nn12	i	i	0%	0.2%	-4%	-1%	0%	?	-0.2%	-4%	7.4%[1.84 µM]
O=C(O)c1ccc(C(=O)O)cc1	·	·	-7%	-0.6%	·	-2%	·	-5%	-0.8%	-6%	1.4%
Cn1c(=O)[nH]c(=O)c2c1nc(CN1CCN(Cc3ccccc3)CC1)n2CC(N)=O	·	·	-7%	3.1%	-2%	1%	·	-4%	0.5%	-8%	-0.2%
NC(=O)c1oc2ccccc2c1NC(=O)c1ccco1	·	·	-16%	1.0%	-11%	1%	·	?	-2.5%	-6%	0.7%
Cc1cc(N)n2nc(-c3ccccc3)cc2n1	·	·	11%	-2.0%	2%	-3%	0%	-3%	-1.3%	-2%	1.4%
COc1ccc(OC)c(NC(=O)C23CCC(C)(C(=O)O2)C3(C)C)c1 (configuration not stated)	i	i	6%	-1.7%	1%	-4%	-2%	5%	-0.2%	-2%	-1.2%
CNC(=O)c1c[nH]n2c(=O)c(Cc3ccccc3F)c(C)nc12	·	·	7%	0.3%	5%	-1%	-3%	14%	-0.2%	-7%	0.2%
CCOCCc1nnc(NC(=O)c2cccs2)s1	i	i	-5%	0.3%	1%	-3%	-3%	?	0.2%	-1%	-0.3%
CN(C(=O)COc1nnc(-c2cccs2)c(-c2cccs2)n1)c1ccccc1	i	i	-11%	-1.6%	3%	?	2%	?	0.0%	6%	-0.5%
CCCC1C(C#N)=C(N)Oc2cc(C)n(C)c(=O)c21 (configuration not stated)	4.9e-07M*	6.5e-07M*	?	-1.1%	-7%	?	7%	13µM*	-0.8%	-18%	7.8%[0.369 µM]

# As entered above.
# COc1ccc(OC)c(NC(=O)C23CCC(C)(C(=O)O2)C3(C)C)c1 (configuration not stated) – Hsp90 Hop PPI = -4%
# Cn1c(=O)[nH]c(=O)c2c1nc(CN1CCN(Cc3ccccc3)CC1)n2CC(N)=O – Hsp90 Hop PPI = 1%

# New compounds follow:
Molecule	4MU fluor	A350 autofl	ALOX15 inhib	BRCT inh green	UbGFP stabilizer	Hsp90 Hop PPI	GFP derepression	CRE Fsk mod	BRCT PPI red	DNA Pol III inh	HBB splice mod
Cc1ccc(N2CCN(S(=O)(=O)N(C)C)CC2)cc1Cl	i	i	-5%	-1.5%	-4%	1%	6%	21%	-0.3%	-9%	-0.1%
CCN(CC)CCN1C(=O)c2oc3ccccc3c(=O)c2C1c1ccc(C)cc1 (configuration not stated)	?	?	-2%	-2.5%	-3%	-3%	3%	-2%	0.7%	1%	-2.2%[57.5 µM]
CN(C(=O)COc1ccc(C(C)(C)C)cc1)C1CCS(=O)(=O)C1 (configuration not stated)	i	i	0%	1.1%	8%	-8%	8%	5%	0.3%	0%	-1.7%
COc1ccccc1NC(=O)CSc1nnc(-c2ccoc2C)n1CCc1ccccc1	?	?	-9%	-1.0%	-1%	-5%	-1%	0%	1.1%	-1%	-0.5%
COc1ccccc1CNS(=O)(=O)c1ccc(NC(C)=O)cc1	i	i	0%	-1.7%	-3%	-3%	0%	9%	1.4%	-1%	-1.2%
COc1ccc(-c2nn(C)c3sc(C(=O)N4CCOCC4)cc23)cc1OC	i	i	-1%	-4.5%	-14%	0%	1%	10µM*	0.9%	-2%	1.1%
CCOc1ccccc1C1C(C#N)=C(N)Oc2cc(C)n(Cc3ccccn3)c(=O)c21 (configuration not stated)	i	?	?	-1.7%	2%	-8%	0%	-3%	-0.3%	-1%	0.2%[57.5 µM]
CN=C(Nc1cc(C)nn1CCC#N)c1ccccc1	i	i	1%	0.0%	-2%	-2%	2%	-1%	0.6%	2%	-0.3%[57.5 µM]
Cc1ncc[nH]1	·	·	-9%	0.9%	·	1%	·	5%	1.1%	-1%	1.3%
CC(=O)/C(C)=N\O	i	i	10%	-2.9%	5%&3%	?	1%&-2%	-6%&-10%	1.7%	-4%&-4%	0.9%
Cc1ccc(-c2cc(C(=O)N3CCN(C(=O)c4ccco4)CC3)no2)cc1	i	i	2%	0.8%	5%	-3%	3%	-12%	-1.6%	-3%	-0.9%
O=C(Nc1nc(-c2ccccc2)cs1)C1CCCCN1S(=O)(=O)c1ccccc1 (configuration not stated)	i	i	-22%	0.4%	6%	-3%	-2%	?	-0.3%	-3%	0.4%
COC(=O)COc1ccc(-c2nn(C)c(=O)c3ccccc23)cc1	i	i	-1%	-0.6%	7%	7%	0%	8%	-0.6%	5%	-3.4%
CN1CCN(C(=O)C2CCN(S(=O)(=O)c3ccc4c(c3)oc(=O)n4C)CC2)CC1	·	·	0%	-1.8%	-9%	-6%[2.3 µM]	·	0%	0.6%	-3%	0.3%
COc1cccc(-c2ccc3ncnc(N(C)C)c3c2)c1	i	i	7%	0.8%	2%	-1%	14%[9.22 µM]	18%	-1.6%	-9%	-0.8%
CCOc1ccc(-n2c(C)nc3cc(C(=O)NCc4ccco4)ccc32)cc1	i	i	-4%	0.5%	-1%	-8%	4%	-2%	0.6%	-2%	-0.6%
COc1cc(S(=O)(=O)N2CCOCC2)cc(C(=O)c2nccn2C)c1OC	i	i	6%	0.2%	-1%	-2%	-2%	-2%	0.7%	0%	1.7%
COC(=O)Nc1nnc(SCc2ccc(C)cc2)s1	i	i	-2%	-2.1%	-4%	0%	3%	?	-1.3%	-1%	1.3%
Cc1ccc(N2CC(C(=O)N3CCc4ccccc43)CC2=O)cc1 (configuration not stated)	i	i	0%	-2.1%	4%	-1%	12%	-9%	0.5%	-6%	-0.1%
COc1ccc(N2CC(C(=O)NCc3ccccc3)CC2=O)cc1 (configuration not stated)	i	i	-11%	-4.9%	-5%	5%	0%	-2%	1.7%	2%	-0.7%
COCc1nnc(NS(=O)(=O)c2ccccc2)s1	?	?	10%	2.2%	2%	2%	0%	-2%	-0.9%	-6%	·
c1ccc(-c2csc3ncn4cnnc4c23)cc1	·	·	13%	-2.6%	-20%	-9%	2%	?	-2.6%	1%	-1.6%
CCSC1=C(C#N)C(=O)n2c1cc1c2CCCC1	i	i	-30%	-0.4%	1%	-5%	-1%	-2%	-3.6%	-8%	·
CN(Cc1ccccc1)C(=O)c1cccc(NC(=O)c2ccco2)c1	i	i	3%	0.4%	0%	-2%	-2%	3%	-1.2%	-3%	1.1%
O=C(Cc1ccccc1)N1CCC(c2nc3ccccc3[nH]2)CC1	i	i	2%	-2.2%	12%	2%	-1%	5%	-1.3%	-5%	-0.6%
Cc1ccc(C)c(OCC(=O)Nc2ccc3c(c2)OCO3)c1C	i	i	-11%	-6.0%	-5%	6%	6%	0%	0.3%	-2%	2.8%
CN(C)CCCN1C(=O)C(=O)/C(=C(/O)c2ccncc2)C1c1cccnc1 (configuration not stated)	i	i	6%	-2.3%	-1%	-4%	10%	13%	0.5%	-1%	1.8%[57.5 µM]
CN(C)c1nc(N)nc(CSc2nc3cc(Cl)ccc3o2)n1	i	i	4%	-1.5%	-1%	-3%	-4%	2.5µM*	-0.8%	1%	1.5%
COc1ccccc1C(=O)NCc1ccc2c(c1)OCO2	·	·	1%	-2.7%	22%	-4%	5%	0%	-0.5%	-1%	-0.1%
NC(CSS(=O)(=O)O)=N[C@@H]1C[C@H]2CC[C@@H]1C2	i	i	8%[11.4 µM]	-1.9%[15.4 µM]	2%[9.17 µM]	-6%[11 µM]	0%[9.22 µM]	2%[7.6 µM]	0.2%[15.4 µM]	-11%[11.4 µM]	-2.2%[9.22 µM]

# Compounds as they come; about 12% have a hit in one of these screens.
